Bioassay records from PubChem.
SKBR3 24h inh: SK-BR-3 proliferation inhibitors, primary screen, cell-based, human, 24 h. viability, % at 10 µM. AID 847, 2007. 41,000 compounds, 0.47% hits. SK-BR-3 viability, CellTiter-Glo ATP luminescence; stronger effect = lower value;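 active = viability at or below the median of all test compounds minus 3 SD, in both replicates if run twice, cut at about 45% in these data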;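 also: 100% = median untreated cell wells and 0% = median positive control drug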
Numbers without * were called inactive. This is a subset; rates above refer to the full screens.

C=CCN1C(=O)CC(C(=O)NC)SC1=Nc1ccc(C(=O)OCC)cc1 (stereo unspecified) was read as SKBR3 24h inh 95.6.
Screening c1nc(NCCN2CCOCC2)c2c3c(sc2n1)CCCCC3 returned SKBR3 24h inh 99.4.
`COC(=O)c1ccccc1NC(=O)c1noc2c1CC(C(C)(C)C)CC2` (stereo unspecified) gave SKBR3 24h inh 90.4.
Screening CC(C)Cn1c(-c2ccc(F)cc2)n[nH]c1=S returned SKBR3 24h inh 94.9.
For O=S(=O)(NCC1CCCO1)c1ccc(Oc2ccccc2)cc1 (stereo unspecified) the results were SKBR3 24h inh 83.8.
For COc1ccc(-c2csc(NC(=O)c3cc(C)on3)c2C#N)cc1OC the results were SKBR3 24h inh 89.3.
Screening O=C(Nc1ccccc1)NC1(C(=O)N2CCN(C(=O)c3ccco3)CC2)CCCCC1 returned SKBR3 24h inh 74.6.
Cc1cccc(-c2c3c(=O)n(C)c(=O)n(C)c3cn2CC2CCCO2)c1 (stereo unspecified) was read as SKBR3 24h inh 121.2.
CCOC(=O)C1(C)NC(c2ccc(N(C)C)cc2)C2C(=O)N(c3ccc(OC)cc3)C(=O)C21 (stereo unspecified) was read as SKBR3 24h inh 100.0.
CCOc1ccc(-c2noc(COC)n2)cc1OC was read as SKBR3 24h inh 92.8.
Cc1ccc(S(=O)(=O)N(CC(=O)N2CCC(C(N)=O)CC2)Cc2ccc(F)cc2)cc1 was read as SKBR3 24h inh 84.9.
Cc1ccc(-c2nc(C#N)c(NCc3ccco3)o2)cc1 was read as SKBR3 24h inh 62.1.
Screening O=C1c2ccccc2C(=O)C1c1ccc2ccccc2n1 returned SKBR3 24h inh 109.9.
`O=C(CCCCCn1c(=O)[nH]c2ccsc2c1=O)N1CCCCC1` gave SKBR3 24h inh 117.5.
`CCn1ncc(NC(=O)Nc2cccc(C(F)(F)F)c2)c1C(N)=O` gave SKBR3 24h inh 120.7.
For COc1ccc(NC(=O)CCc2ccccc2)cc1NC(=O)c1ccco1 the results were SKBR3 24h inh 82.3.
COc1ccc(CCNC(=O)COC(=O)c2ccco2)cc1OC was read as SKBR3 24h inh 108.0.
`CN(C=O)CP(=O)(O)CCN1CCCC1=O` gave SKBR3 24h inh 90.0.
For Cc1ccsc1C(=O)OCC(=O)c1cc2ccccc2o1 the results were SKBR3 24h inh 92.2.
NC(=O)c1oc2ccccc2c1NC(=O)c1nc2ccccc2s1 was read as SKBR3 24h inh 84.1.
`C=CCC(C#Cc1ccccc1)N(C)C` (stereo unspecified) gave SKBR3 24h inh 112.6.
`O=C(CSc1n[nH]c(-c2ccncc2)n1)c1ccccc1` gave SKBR3 24h inh 85.0.
`CCn1c(CN2CCN(C(=O)c3ccco3)CC2)nc2c1c(=O)n(C)c(=O)n2C` gave SKBR3 24h inh 98.1.
For Fc1cccc(Cl)c1Cn1nnc(-c2ccc3c(c2)OCO3)n1 the results were SKBR3 24h inh 102.2.
COc1ccc(C2/C(=C(/O)c3ccccc3)C(=O)C(=O)N2CCN2CCOCC2)c(OC)c1 (stereo unspecified) was read as SKBR3 24h inh 84.4.
Cn1c2c(c(=O)n(C)c1=O)CN(CCCN1CCOCC1)CN2 was read as SKBR3 24h inh 98.4.
Screening O=C1C(Cl)=C(NCC2CCCO2)C(=O)N1CCc1ccccc1 (stereo unspecified) returned SKBR3 24h inh 81.5.
For COc1ccc(OC(C)C(=O)NCc2cccnc2)cc1 (stereo unspecified) the results were SKBR3 24h inh 82.2.
`COc1ccc(NC(=O)COc2ccccc2)c(OC)c1` gave SKBR3 24h inh 72.3.
NC(=O)CSc1nc2ccccc2n1-c1ccccc1 was read as SKBR3 24h inh 103.6.
Screening CN1C(=O)CC(n2c(CO)nc3ccccc32)C1=O (stereo unspecified) returned SKBR3 24h inh 87.7.
For CS(=O)(=O)N1CCC(C(=O)Nc2ccccc2F)CC1 the results were SKBR3 24h inh 104.7.
Screening c1cncc(Nc2nc(-c3ccncc3)cs2)c1 returned SKBR3 24h inh 97.0.
Cc1nn(Cc2ccc(Cl)cc2)c(C)c1NC(=O)c1cc(-c2ccc3c(c2)OCO3)on1 was read as SKBR3 24h inh 85.6.
Screening CCOCC(O)CSCc1ccc(Cl)cc1 (stereo unspecified) returned SKBR3 24h inh 122.8.
CCOC(=O)N1CCN(C(=O)c2cc(-c3ccc(F)cc3)[nH]c2C)CC1 was read as SKBR3 24h inh 80.2.

12 structures from above, arranged by length of the SMILES, ascending:
Screening CCOCC(O)CSCc1ccc(Cl)cc1 (stereo unspecified) returned SKBR3 24h inh 122.8.
Screening c1cncc(Nc2nc(-c3ccncc3)cs2)c1 returned SKBR3 24h inh 97.0.
NC(=O)CSc1nc2ccccc2n1-c1ccccc1 was read as SKBR3 24h inh 103.6.
For COc1ccc(OC(C)C(=O)NCc2cccnc2)cc1 (stereo unspecified) the results were SKBR3 24h inh 82.2.
Screening CN1C(=O)CC(n2c(CO)nc3ccccc32)C1=O (stereo unspecified) returned SKBR3 24h inh 87.7.
For CS(=O)(=O)N1CCC(C(=O)Nc2ccccc2F)CC1 the results were SKBR3 24h inh 104.7.
`O=C(CSc1n[nH]c(-c2ccncc2)n1)c1ccccc1` gave SKBR3 24h inh 85.0.
For Fc1cccc(Cl)c1Cn1nnc(-c2ccc3c(c2)OCO3)n1 the results were SKBR3 24h inh 102.2.
CCOC(=O)N1CCN(C(=O)c2cc(-c3ccc(F)cc3)[nH]c2C)CC1 was read as SKBR3 24h inh 80.2.
`CCn1c(CN2CCN(C(=O)c3ccco3)CC2)nc2c1c(=O)n(C)c(=O)n2C` gave SKBR3 24h inh 98.1.
Cc1nn(Cc2ccc(Cl)cc2)c(C)c1NC(=O)c1cc(-c2ccc3c(c2)OCO3)on1 was read as SKBR3 24h inh 85.6.
COc1ccc(C2/C(=C(/O)c3ccccc3)C(=O)C(=O)N2CCN2CCOCC2)c(OC)c1 (stereo unspecified) was read as SKBR3 24h inh 84.4.

New compounds follow:
For CN(C)CCOC(c1ccccc1)c1ccccc1 the results were SKBR3 24h inh 72.5.
`O=C(O)C1CC(=O)N(Cc2cccs2)C1` (stereo unspecified) gave SKBR3 24h inh 112.9.
`CC1(C)CC(NC(=O)C23CCC(C)(/C(=N/O)C2)C3(C)C)CC(C)(C)N1` (stereo unspecified) gave SKBR3 24h inh 89.7.
Screening CCc1cc2c(CN3CCN(CC)CC3)cc(=O)oc2cc1O returned SKBR3 24h inh 105.5.
For CC1(C)CC(C#N)(N2CCOCC2)CCO1 (stereo unspecified) the results were SKBR3 24h inh 87.5.
Screening CC1CCc2nc(NC(=O)CN3CCN(Cc4ccc5c(c4)OCO5)CC3)sc2C1 (stereo unspecified) returned SKBR3 24h inh 82.4.
`O=C(O)CC(O)C(=O)O` (stereo unspecified) gave SKBR3 24h inh 56.4.
Cn1c(=O)c(=O)n(C)c2cc(S(=O)(=O)N3CCN(c4cccc(C(F)(F)F)c4)CC3)ccc21 was read as SKBR3 24h inh 71.6.
For O=C1CC(NCc2ccco2)C(=O)N1CCc1ccccc1 (stereo unspecified) the results were SKBR3 24h inh 99.0.
Screening COCCNC(=O)c1cc(-c2ccc3c(c2)OCO3)on1 returned SKBR3 24h inh 98.8.
O=S1(=O)CCN2C=Nc3sc4c(c3C2=N1)CCCC4 was read as SKBR3 24h inh 91.8.
For CCOc1ccc2nc(NC(=O)CSc3nc4c(c(=O)n(C)c(=O)n4C)n3CC)sc2c1 the results were SKBR3 24h inh 73.9.
Cc1nnc(N)nc1C was read as SKBR3 24h inh 95.2.
COc1ccc(-c2csc(N3CCOCC3)n2)cc1OC was read as SKBR3 24h inh 89.8.
`Cc1ccc(OCCn2ccc(=O)[nH]c2=O)cc1C` gave SKBR3 24h inh 74.4.
For CCN(CC)CCN1C(=O)C(O)=C(C(=O)c2cc3ccccc3o2)C1c1cccnc1 (stereo unspecified) the results were SKBR3 24h inh 92.1.
CCOC(=O)N1CCN(C(=O)c2ccc(N3C(=O)CCC3=O)cc2)CC1 was read as SKBR3 24h inh 65.2.
CCN(Cc1ccccc1)C(c1cccc(C#N)c1)c1nnnn1C(C)(C)C (stereo unspecified) was read as SKBR3 24h inh 116.5.
For c1c2c(cc3sc(N4CCCCC4)nc13)OCCO2 the results were SKBR3 24h inh 76.6.
`COC(=O)CSc1nc2cc(OC)ccc2cc1C#N` gave SKBR3 24h inh 104.7.
COCCNC(=S)c1ccc(OC)cc1 was read as SKBR3 24h inh 78.9.
For COC(=O)c1cccc(OCC(O)Cn2ccnc2)c1 (stereo unspecified) the results were SKBR3 24h inh 88.3.
Screening CCCN(CCC)c1nc(NC2CCN(C(=O)OCC)CC2)nc(OC)n1 returned SKBR3 24h inh 157.3.
COc1ccc(C(c2sc3nc(C)nn3c2O)N2CCC3(CC2)OCCO3)cc1 (stereo unspecified) was read as SKBR3 24h inh 79.0.
For Cc1oc(C)c(C(=O)Nc2ccc(CC(=O)O)cc2)c1C(=O)Nc1ccc(CC(=O)O)cc1 the results were SKBR3 24h inh 110.3.
CC(Sc1nnc(-c2cc3ccccc3o2)n1-c1ccccc1)C(=O)O (stereo unspecified) was read as SKBR3 24h inh 103.3.
`CCCCn1c(SCC(=O)Nc2nc(C)cs2)nnc1-c1cccnc1` gave SKBR3 24h inh 74.1.
For CCC(C)OC(=O)C1=C(C)NC(=O)NC1c1ccc(F)cc1 (stereo unspecified) the results were SKBR3 24h inh 96.0.
For COC(=O)N1CC(=O)N(OC)C1c1ccc(Cl)cc1Cl (stereo unspecified) the results were SKBR3 24h inh 97.5.
For CC(C)(C)C(=O)NC(=C(Cl)Cl)P(=O)(O)O the results were SKBR3 24h inh 86.0.
`Cc1ccc(-c2nnc(-c3ccc(NC(=O)c4ccco4)cc3)o2)cc1` gave SKBR3 24h inh 77.9.
`Clc1ccc(-n2ncc3c(NCCN4CCOCC4)ncnc32)cc1` gave SKBR3 24h inh 87.4.
For c1ccc2c(c1)nnn2-c1ncnc2sc3c(c12)CCCC3 the results were SKBR3 24h inh 78.2.
Cc1cc(C(C)c2ccccc2)c(O)c(CN2CCOCC2)c1C (stereo unspecified) was read as SKBR3 24h inh 77.9.
`CCOCCCn1c(=N)c(C(=O)NCc2ccc3c(c2)OCO3)cc2c(=O)n3ccccc3nc21` gave SKBR3 24h inh 62.7.
CCOC(=O)Cn1c(=O)oc2cc(S(=O)(=O)NCCc3ccc(C)cc3)ccc21 was read as SKBR3 24h inh 104.3.
Screening CCC(C)(C)n1nnnc1C(c1cc2ccc(C)cc2[nH]c1=O)N(Cc1cccnc1)Cc1ccco1 (stereo unspecified) returned SKBR3 24h inh 85.5.
O=c1[nH]c2c(s1)C=Nc1ccccc1N2 was read as SKBR3 24h inh 113.4.
`Cc1noc(NS(=O)(=O)c2ccc(NC(=O)CSc3nc4ccccc4s3)cc2)c1C` gave SKBR3 24h inh 101.8.
For COc1cccc(CNC(=O)c2ccc(NC(=O)C3CCCO3)cc2)c1 (stereo unspecified) the results were SKBR3 24h inh 111.3.
For O=C(O)c1cccc(OCc2ccccc2Cl)c1 the results were SKBR3 24h inh 93.1.
For Cc1ccc(C(=O)/C=C/Nc2ccccn2)cc1 the results were SKBR3 24h inh 91.5.
For c1ccc(COc2ccc(OCCCn3cncn3)cc2)cc1 the results were SKBR3 24h inh 98.4.
COc1cc2c(cc1OC)-c1cc(Nc3ccc4c(c3)OCCO4)nc(=O)n1CC2 was read as SKBR3 24h inh 82.5.
`CC[C@H](C)[C@H](NS(=O)(=O)c1ccc(C)cc1)C(=O)N1CCC(C(=O)N[C@H](C(=O)O)C(C)C)CC1` gave SKBR3 24h inh 93.7.
COc1ccc(C)cc1NC(=O)c1ccc(S(=O)(=O)N2CCOCC2)cc1 was read as SKBR3 24h inh 91.5.
For C=CCn1c(SCC(N)=O)nc(C)cc1=O the results were SKBR3 24h inh 88.8.
CC(=O)c1cccc(NC(=O)CCNS(=O)(=O)c2cccc3nsnc23)c1 was read as SKBR3 24h inh 94.9.
Screening Cc1ccc(-c2noc(CCC(=O)NCCCN3CCN(c4cccc(Cl)c4)CC3)n2)cc1 returned SKBR3 24h inh 109.5.
`CC(=O)N1CCN(C(=O)c2cccc(S(=O)(=O)Nc3ccc(C)cc3)c2)CC1` gave SKBR3 24h inh 100.8.
Screening COc1ccc(N2CCN(CCNC(=O)CCNS(=O)(=O)c3cccs3)CC2)cc1 returned SKBR3 24h inh 83.6.
`CCN(CC)CCCN1C(=O)C(O)=C(C(C)=O)C1c1cccc(OC)c1` (stereo unspecified) gave SKBR3 24h inh 81.5.
Screening N#CCCN(Cc1cccnc1)S(=O)(=O)c1ccc(S(=O)(=O)NC2CCCCC2)cc1 returned SKBR3 24h inh 78.9.
`Cc1cc(C(F)F)n2nc(C(=O)Nc3cc(C)on3)nc2n1` gave SKBR3 24h inh 80.0.
`CN(C)CCCN1C(=O)C(=O)/C(=C(/O)c2ccccc2)C1c1ccccn1` (stereo unspecified) gave SKBR3 24h inh 93.8.
Screening O=C1CC(C(=O)N(c2ccc(F)cc2)C(C(=O)NC2CCCC2)c2ccccn2)CS1 (stereo unspecified) returned SKBR3 24h inh 100.3.
`O=C1NC(=O)C2C3c4ccccc4C(c4ccccc43)C12` (stereo unspecified) gave SKBR3 24h inh 88.9.
`O=c1c2ccccc2nnn1CSc1ncnc2ccccc12` gave SKBR3 24h inh 82.3.
Screening CCCCCCOC(=O)C(C#N)c1nc2ccccc2nc1N1CCN(CC)CC1 (stereo unspecified) returned SKBR3 24h inh 87.3.
For COc1ccccc1-c1cc(-c2cc(Cl)ccc2O)n[nH]1 the results were SKBR3 24h inh 81.5.
`O=C(CN1C(=O)c2ccccc2S1(=O)=O)N1CCOCC1` gave SKBR3 24h inh 86.6.
`O=c1c2c3c(sc2nc2n1CCCCC2)CCCC3` gave SKBR3 24h inh 55.0.
For Cc1cc(C)n(C(=O)CNC(=O)Cc2ccccc2)n1 the results were SKBR3 24h inh 88.0.
Screening Cc1ccc(C2/C(=C(/O)c3ccc(Cl)cc3)C(=O)C(=O)N2CC2CCCO2)o1 (stereo unspecified) returned SKBR3 24h inh 90.7.
`CCOC(=O)c1sc(C)c(C(N)=O)c1NC1=NCCCCC1` gave SKBR3 24h inh 81.3.
For COc1cc(C2NC(C(=O)O)CS2)ccc1OCc1ccccc1C#N (stereo unspecified) the results were SKBR3 24h inh 84.1.
For O=C(NCCN1CCOCC1)c1ccc2c(c1)ncn2C1CCCCC1 the results were SKBR3 24h inh 79.8.
Screening Cc1noc(C)c1C(=O)Nc1ccccn1 returned SKBR3 24h inh 93.7.
